PAD4 inh: blocks human protein arginine deiminase 4 | recombinant PAD4, RCA probe fluorescence polarization | inhibition, % at 6.36 µM | 330,000 tested, 0.41% active;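 active means percent inhibition above a cutoff equal to the mean of all tested compounds plus 3 SD, cut at about 15% in these data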;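 further: 0% = PAD4 with RCA probe and DMSO and 100% = probe without PAD4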
PAFAH1B3 FP inh: inhibitors of human PAFAH1B3; Q15102; AID 492972; 340,000 tested, 0.28% active; inhibition, % at 3.39 µM; recombinant PAFAH1B3, FP-rhodamine probe, fluorescence polarization;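 active means inhibition above the screen-wide average of all tested compounds plus 3 SD, cut at about 25% in these data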;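 further: 0% = enzyme with DMSO only and 100% = wells lacking PAFAH1B3 protein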
PAFAH1B2 inh: blocks human PAF acetylhydrolase 1b catalytic subunit 2; 340,000 tested, 1.2% active; inhibition, % at 3.39 µM; recombinant PAFAH1B2, FP-rhodamine activity probe, fluorescence polarization; AID 492953;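 active means inhibition above the mean of all tested compounds plus 3 SD, cut at about 24% in these data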;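 further: 0% = enzyme with DMSO and 100% = wells lacking PAFAH1B2; many of its hits are not listed in these tables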
PREPL inh: human PREPL enzyme inhibition | Q4J6C6 | recombinant PREPL, fluorescence polarization activity-based probe | inhibition, % at 5.96 µM | 320,000 tested, 0.68% active | AID 2751; in the data active means inhibition above about 43%;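 further: 0% = enzyme with DMSO and 100% = wells lacking enzyme; many of its hits are not listed in these tables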
Target sequence (Q4J6C6 whole entry, looked up): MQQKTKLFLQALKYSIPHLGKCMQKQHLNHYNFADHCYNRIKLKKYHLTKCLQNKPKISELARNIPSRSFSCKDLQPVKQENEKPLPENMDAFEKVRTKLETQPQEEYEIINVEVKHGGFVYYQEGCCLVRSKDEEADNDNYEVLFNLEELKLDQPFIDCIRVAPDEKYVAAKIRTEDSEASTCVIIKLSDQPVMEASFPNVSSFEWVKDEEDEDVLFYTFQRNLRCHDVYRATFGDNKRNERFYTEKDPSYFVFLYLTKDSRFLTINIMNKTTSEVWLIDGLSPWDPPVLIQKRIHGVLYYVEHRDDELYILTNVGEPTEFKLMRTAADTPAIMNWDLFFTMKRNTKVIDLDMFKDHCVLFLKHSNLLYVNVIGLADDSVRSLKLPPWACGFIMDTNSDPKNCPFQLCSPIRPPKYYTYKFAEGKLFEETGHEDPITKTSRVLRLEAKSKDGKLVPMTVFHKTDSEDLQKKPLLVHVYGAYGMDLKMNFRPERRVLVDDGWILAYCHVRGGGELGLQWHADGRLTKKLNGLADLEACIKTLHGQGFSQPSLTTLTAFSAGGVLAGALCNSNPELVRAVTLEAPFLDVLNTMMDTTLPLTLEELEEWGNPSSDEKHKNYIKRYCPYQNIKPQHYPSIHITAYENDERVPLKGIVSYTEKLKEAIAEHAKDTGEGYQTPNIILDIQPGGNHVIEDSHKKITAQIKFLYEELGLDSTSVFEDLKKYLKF
PME-1 inh: PME-1 (human) inhibition; Q9Y570; recombinant PME-1, FP-Rh probe fluorescence polarization; inhibition, % at 5.9 µM; 320,000 tested, 0.53% active;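 active means inhibition above the campaign mean of all compounds plus 3 SD, cut at about 26% in these data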;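 further: competitive labeling of PME-1 active site by serine hydrolase directed probe; 0% = PME-1 with DMSO and 100% = wells lacking PME-1 enzyme; inhibitors block probe labeling so polarization falls and inhibition rises; many of its hits are not listed in these tables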
Target sequence (Q9Y570 whole entry, looked up): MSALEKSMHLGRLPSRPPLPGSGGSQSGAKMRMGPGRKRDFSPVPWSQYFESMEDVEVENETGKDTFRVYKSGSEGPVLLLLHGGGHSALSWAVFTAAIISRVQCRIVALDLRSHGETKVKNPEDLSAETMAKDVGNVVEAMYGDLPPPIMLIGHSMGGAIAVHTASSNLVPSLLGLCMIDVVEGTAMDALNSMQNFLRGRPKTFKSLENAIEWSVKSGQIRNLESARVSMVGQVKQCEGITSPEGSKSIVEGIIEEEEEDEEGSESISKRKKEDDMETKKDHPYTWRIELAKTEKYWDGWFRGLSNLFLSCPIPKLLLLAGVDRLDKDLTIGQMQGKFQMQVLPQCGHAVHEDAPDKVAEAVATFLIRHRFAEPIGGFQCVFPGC
pPAFAH inh: inhibitors of human plasma PAF acetylhydrolase (pPAFAH); recombinant pPAFAH, FP-rhodamine probe fluorescence polarization; 330,000 tested, 1.5% active; inhibition, % at 3.39 µM;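 active means inhibition above the mean inhibition across the screen plus 3 SD, cut at about 25% in these data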;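 further: inhibitors block binding of the rhodamine activity-based probe so polarization drops; 0% = enzyme with DMSO and 100% = wells lacking pPAFAH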
LYPLA1 counter: counter-screen for PME1 inhibitors: inhibitors of human LYPLA1. inhibition, % at 5.9 µM. recombinant LYPLA1, FP-Rh probe fluorescence polarization. 320,000 tested, 0.16% active;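 active means inhibition above the mean of all tested compounds plus 3 SD, set per campaign, cut at about 14% in these data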;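 further: inhibitors block serine hydrolase probe labeling of LYPLA1 so polarization falls; 0% = enzyme with DMSO and 100% = wells lacking LYPLA1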
LYPLA2 counter: blocks human lysophospholipase 2, a PME1 counter-screen; recombinant LYPLA2, FP-Rh probe fluorescence polarization; inhibition, % at 5.9 µM; 320,000 tested, 0.38% active; AID 2177;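 active means inhibition above the screen-wide mean plus 3 SD, limit set per campaign, cut at about 26% in these data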;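 further: 0% = LYPLA2 with DMSO and 100% = wells lacking LYPLA2 enzyme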
GSTO1 counter: blocks human GSTO1 in RBBP9 counter-screen; 300,000 tested, 1.1% active; recombinant GSTO1, activity-based probe fluorescence polarization; inhibition, % at 5.96 µM; P78417;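 active means inhibition above the campaign mean inhibition plus 3 SD, cut at about 35% in these data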;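 further: 0% = GSTO1-1 with DMSO and 100% = wells lacking GSTO1-1 enzyme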
* hit, by the source's call; . = no result given. Only part of the results is shown (hit frequency here may not be typical).

SMILES	PAD4 inh	PAFAH1B3 FP inh	PAFAH1B2 inh	PREPL inh	PME-1 inh	pPAFAH inh	LYPLA1 counter	LYPLA2 counter	GSTO1 counter
CCOc1ccc(N=Nc2cc(C(C)C)ccc2O)cc1	-3	6	2	3	0	9	-2	0	-2
Cc1ccc(S(=O)(=O)NCc2ccccc2C)cc1	1	-3	4	15	0	-1	-1	3	0
CC(C)C(=O)n1nc(-c2cccnc2)nc1NCc1ccc(F)cc1	4	10	3	11	5	9	1	5	6
Nn1c(-c2ccccc2)nc2cc(Cl)ccc2c1=O	-5	1	-3	-4	1	2	2	0	0
Cc1ccc(S(=O)(=O)N2CCN(C(=O)CSc3nc4ccccc4c(=O)[nH]3)CC2)cc1	-4	5	5	-15	6	7	0	-4	-4
CCCn1c(=O)c2ccccc2n2c(SCCOc3ccccc3F)nnc12	-2	1	5	-4	-4	6	-1	-5	0
C=CCN1C(=O)c2ccc(C(=O)N3CCN(S(=O)(=O)c4cc(C)ccc4C)CC3)cc2C1=O	2	10	-1	20	1	0	-1	0	2
CCC1(c2ccccc2)NC(=O)N(CC(=O)Nc2cc(S(=O)(=O)N3CCCCC3)ccc2OC(C)C)C1=O (stereo unspecified)	-1	7	0	8	18	5	-3	-2	-10
O=C(O)c1cc(S(=O)(=O)Nc2cccc3ccccc23)c(Cl)cc1Cl	-5	6	10	9	6	10	4	-3	12
COc1ccc(-n2ccc(=O)c(C(=O)O)n2)cc1	0	4	0	1	4	-1	5	7	5
Cc1ccc(C(=O)Nc2ccc3c(c2)OCO3)cc1S(=O)(=O)N1CCOCC1	2	-3	2	6	3	-2	4	-2	1
Cc1occc1C(=O)Nc1sc2c(c1C(N)=O)CCC(C(C)(C)C)C2 (stereo unspecified)	-4	4	-1	15	3	8	-1	2	8
Cc1ccc([N+](=O)[O-])cc1-c1ccc(/C=N/NC(=O)CN2CCOCC2)o1	2	12	0	17	7	8	0	1	5
Cc1cccc(N=[N+]([O-])c2cccc(C)n2)n1	-1	2	1	.	.	4	.	.	.
COc1ccc(/C=N\N=C2/SC(CC(=O)O)C(=O)N2c2ccc(O)cc2)cc1 (stereo unspecified)	-2	16	-3	-7	-2	-1	-2	3	5
O=C(NC(=S)Nc1ccccc1Cl)c1cncc(Br)c1	-3	5	-7	-8	6	-3	-1	-1	4
O=C(c1cc(N2CCCCC2)nc2ccccc12)N1CCOCC1	1	4	-2	6	2	2	-4	3	10
COc1ccc(S(=O)(=O)N2CCN(C3CCN(Cc4ccccc4)CC3)CC2)cc1	-1	0	0	8	11	1	-4	0	-1
Cc1cccc(N2C(=O)CC(c3ccc(F)cc3)C3=C2COC3=O)c1 (stereo unspecified)	-2	2	4	-9	0	5	-1	4	4
CC(C)CC1NC(=O)N(CC(=O)Nc2cc([N+](=O)[O-])ccc2F)C1=O (stereo unspecified)	0	5	13	16	.	7	.	.	.
CCCn1nc(C(=O)Nc2cccc(C(=O)OC)c2)c2ccccc2c1=O	-4	1	4	-6	-5	-2	-6	-8	-10
Cn1c(CCc2nc3ccccc3[nH]2)nnc1SCC#N	-2	4	1	0	-2	3	-2	1	-1
CCCOC(=O)c1cc(-c2ccc(/C=C3/C(=O)N(C)C(=O)C(C#N)=C3C)o2)ccc1Cl	-16	7	7	14	-7	58*	-6	6	8
O=C(Nc1ccccc1)c1cc([N+](=O)[O-])ccc1N1CCCCC1	-2	6	4	15	.	9	.	.	.
C/C(CCN1CCCCc2nc(C)c(C)cc21)=N\O[C@H](C)c1cn([C@H](CO)Cc2ccccc2)nn1	-2	.	.	6	2	6	1	-2	4
Cc1ccc(C2C3=C(CCCC3=O)Nc3nc(SCC(=O)NCc4ccco4)[nH]c(=O)c32)cc1 (stereo unspecified)	-6	8	6	15	-6	8	-4	-1	8
CC(=O)C1=C(C)Nc2ncnn2C1c1ccc(F)cc1 (stereo unspecified)	1	6	-3	-9	0	2	-2	1	-2
COc1cccc(/C=C/C(=O)NNC(=O)c2ccccc2)c1OC	2	13	10	-5	.	5	.	.	.
CNS(=O)(=O)c1ccc(C(C)(C)C)cc1	4	2	9	-1	-5	6	-2	-5	8
CCOC(=O)c1c(NC(=O)c2cccnc2Cl)sc(C(=O)N(C)C)c1C	-3	1	0	1	3	-5	2	-6	4
CC(C(=O)NCc1ccccc1Cl)N1C(=O)c2ccccc2C1=O (stereo unspecified)	5	0	-3	-6	-3	5	2	-3	4
Cc1cc(C)c(NC(=O)CNC(=O)c2ccc3c(=O)n4c(nc3c2)CCC4)c(C)c1	2	0	2	1	5	3	0	3	.
CCC(C)(C)NC(=O)CN(Cc1cccs1)C(=O)CCC(=O)Nc1nccs1	-1	1	-1	1	-4	-5	0	-4	2
Cc1ccc2[nH]c(=O)c(CN(CCc3ccccc3)C(=O)N3CCOCC3)cc2c1	-2	8	9	8	-5	2	-4	-3	5
N#Cc1cccc(NC(=O)CN2C(=O)NC(Cc3ccccc3)C2=O)c1 (stereo unspecified)	1	3	6	21	1	2	1	4	1
Clc1ccc(CSc2nnc(-c3ccc4c(c3)OCO4)o2)cc1	-7	3	8	15	1	-1	-2	4	-8
O=C(CCC(=O)Nc1ccc(F)cc1)N/N=C/c1ccc(Br)cc1	1	0	8	8	-4	0	-1	-5	1
O=C(Nc1sc2c(c1C(=O)N1CCOCC1)CCCCC2)c1cccnc1	3	1	6	13	0	2	0	1	-4
O=C(c1cccc([N+](=O)[O-])c1)c1ccc2[nH]c(=O)[nH]c2c1	-4	-2	2	18	-1	3	1	-6	-22
C=CCNC(=O)Cc1ccc(S(=O)(=O)N2CCOCC2)s1	-4	1	5	10	7	4	2	2	.
CC(=O)Nc1sc2c(c1C(c1ccncc1)N1CCOCC1)CCCC2 (stereo unspecified)	10	6	0	11	0	4	-3	-2	4
CC(=O)Nc1cc(C(=O)N2CCCC2)ccc1Sc1ccc(C)cc1	4	0	9	12	5	-2	0	4	4
O=C(NCc1cccnc1)Nc1cc(Cl)cc(Cl)c1	2	2	-1	-106	-10	-9	-8	-5	-8
COc1cccc(Cn2cc(C)cc(NC(=O)NCc3ccccc3)c2=O)c1	0	7	3	2	3	1	3	13	1
Cc1cc(C)n(CC(=O)NNC(=O)COc2ccc(F)cc2Br)n1	3	-2	1	20	0	0	2	8	.

Profiles, looked up by structure.
Cc1cc(C)n(CC(=O)NNC(=O)COc2ccc(F)cc2Br)n1 across the screens: PAD4 inh: 3; PAFAH1B3 FP inh: -2; PAFAH1B2 inh: 1; PREPL inh: 20; PME-1 inh: 0; pPAFAH inh: 0; LYPLA1 counter: 2; LYPLA2 counter: 8; GSTO1 counter: .
O=C(Nc1sc2c(c1C(=O)N1CCOCC1)CCCCC2)c1cccnc1 across the screens: PAD4 inh: 3; PAFAH1B3 FP inh: 1; PAFAH1B2 inh: 6; PREPL inh: 13; PME-1 inh: 0; pPAFAH inh: 2; LYPLA1 counter: 0; LYPLA2 counter: 1; GSTO1 counter: -4

Next section.
SMILES	PAD4 inh	PAFAH1B3 FP inh	PAFAH1B2 inh	PREPL inh	PME-1 inh	pPAFAH inh	LYPLA1 counter	LYPLA2 counter	GSTO1 counter
Cc1nn(C(=O)c2cccnc2)c(C)c1Sc1ccc(Br)cc1	-6	6	28*	5	4	0	-2	-5	-4
CN(C(=O)c1cccc(NC(=O)C2CCN(C(=O)OC(C)(C)C)CC2)c1)C1CCC1	2	4	0	-2	.	-2	.	.	.
CC(C)(C)C(=O)COC(=O)c1c2c(nc3ccccc13)CCC2	1	4	6	12	-6	6	-2	5	1
CCOC(=O)c1ccc(NC(=O)C2(c3ccc(OC)cc3)CCCC2)cc1	-4	3	6	-2	-9	0	-3	-5	-2
CCCCN(C)S(=O)(=O)c1ccc(C(=O)Nc2nnc(-c3ccco3)o2)cc1	-1	5	2	-4	6	7	1	2	-55
c1ccc(Cn2nnnc2C(c2cccnc2)N2CCN(c3ccccc3)CC2)cc1 (stereo unspecified)	3	4	3	2	5	-4	2	3	0
COc1ccc(/C=C/C(=O)Nc2nc(C)cc(C)n2)cc1OC	-3	2	4	4	0	1	-2	3	-1
CCc1ccccc1NC(=O)CC(NCc1ccccc1)C(=O)O (stereo unspecified)	1	2	0	2	0	4	0	10	11
NS(=O)(=O)c1ccc(CCNC(=O)c2ccc3c(=O)n4c(nc3c2)CCCCC4)cc1	-1	5	-13	10	.	-6	.	.	.
COc1ccc(OC)c(-c2csc(NC(=O)C3=NN(c4ccccc4)C(=O)CC3)n2)c1	-4	-1	4	6	2	9	-5	-7	3
Cc1cccc(C(=O)Nc2nnc(SCC(=O)Nc3ccc4c(c3)oc3ccccc34)s2)c1	-5	0	1	4	-3	-4	-4	-4	-8
CCN(CC(=O)Nc1ccc(NC(C)=O)cc1)C(=O)c1cc(-c2ccccc2)nn1-c1ccccc1	2	-7	13	-16	0	5	1	0	-4
CN(C)CC(=O)Nc1cc(C(F)(F)F)ccc1Cl	0	11	-3	18	0	5	4	7	-3
O=C(CCC1CCCC1)NC1CCCCC1	-6	0	6	13	-3	-3	2	-5	0
Cc1nc(Cl)c(C(=O)Nc2cccc(F)c2)c(C)c1Cl	10	8	5	7	6	1	1	8	7
O=C(CCS(=O)(=O)Cc1ccccc1)Nc1ccc2c(c1)OCCO2	-1	10	4	-3	4	3	0	0	7
COc1ccc2c(c1)[C@H]1[C@H](CO2)[C@H](c2ccccc2)[C@]2(C)C(=O)N[C@@H](C)C(=O)N12	-3	.	.	0	4	5	0	-2	.
COc1ccc(CCNC(=O)CS(=O)(=O)c2cn(CC(=O)N(C(C)C)C(C)C)c3ccccc23)cc1OC	2	3	2	-7	8	3	0	-3	5
O=C(NC1CCCCC1)C1Cc2ccccc2CN1S(=O)(=O)c1ccc(F)cc1 (stereo unspecified)	4	3	6	7	-2	-9	0	-2	1
CC(C)(C)[C@H]1COC(=O)[C@@H](Cc2ccc(F)cc2)CC/C=C/C[C@@H](CC(=O)N[C@@H](CO)Cc2ccccc2)C(=O)N1	1	-3	27*	32	.	12	.	.	.
O=C(Oc1cccc2cccnc12)c1ccc(N2C(=O)C3C4CCC(C4)C3C2=O)cc1 (stereo unspecified)	-2	11	4	6	-1	6	5	7	13
CCCC1(C(=O)OCC)NC(c2ccc(OC)cc2OC)C2C(=O)N(c3ccc4c(c3)OCCO4)C(=O)C21 (stereo unspecified)	-1	-1	4	2	-3	1	-2	4	-1
COc1ccc2oc(-c3ccc(C)c(NC(=O)CSc4ccc(Cl)cc4)c3)nc2c1	2	1	3	-7	-1	0	0	-4	0
CCCc1c(C)nc(N2CCN(c3ccc(F)cc3)CC2)[nH]c1=O	-1	7	3	2	-2	3	-2	-2	-1
CS(=O)(=O)c1ccc(NS(=O)(=O)c2ccc(Cl)c(C(=O)NCc3ccco3)c2)cc1	-4	-2	0	14	-4	0	4	10	.
CC1CN(C(=O)C(C)Sc2nnnn2C)CC(C)O1 (stereo unspecified)	0	3	2	-4	0	2	1	1	4
O=C(O)c1ccccc1NC(=O)C1C2C=CC(C2)C1C(=O)O (stereo unspecified)	0	6	5	-2	-2	3	-4	-5	3
CCOC(=O)c1sc2c(c1C)c(=O)c(C(=O)OCC)cn2CC	4	10	0	1	4	0	-4	-3	0
COc1cc2c(cc1OC)-c1cc(Nc3ccc(C)cc3)nc(=O)n1CC2	0	-5	5	15	-24	2	2	-3	-7
CC1(C)OC(C(=O)NC2CCCCC2)C(C(=O)NC2CCCCC2)O1 (stereo unspecified)	-5	12	-1	6	-5	2	0	4	-1
CCOc1ccc(NC(=O)N2CCC(n3nnc4ccccc43)CC2)cc1	-4	3	2	11	-2	6	-1	-1	3
